Source: PubChem BioAssay (National Center for Advancing Translational Sciences (NCATS))
aSyn yeast rescue = alpha-synuclein toxicity suppression in yeast; S. cerevisiae alpha-synuclein toxicity rescue, BacTiter-Glo growth, 24 h; Potency, µM (series often up to 46.1 µM), for inactives: at the top dose growth rescue (activation), most hits filed as activators; 94,000 tested, 0.02% active; AID 1347070; active = well fitted activation curve with a large enough effect; also: 0% is about no effect
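Growth restoration measured by BacTiter-Glo luminescence after 24 hr at 30 deg C; alpha-synuclein yeast, raffinose-pregrown to mid-log, were added at OD600=0.02 in galactose medium onto pinned compounds.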
* marks the source's active call; other numbers are inactive results; & = joins results of further samples; [ ] = dose if it differs, or a comment. Potency is read from the fitted curve at half-maximal effect. A portion of the library; the hit share may differ from the screen's.

| structure | aSyn yeast rescue |
| --- | --- |
| CCOC(=O)N1CCN(C(c2ccc(C(C)C)cc2)c2sc3nc(C)nn3c2O)CC1 (configuration not stated) | -2% |
| CCOC(=O)c1ccc(NC(=O)CSc2nc3c(c(=O)[nH]2)CN(Cc2ccccc2)CC3)cc1 | 0% |
| CCN(CC)c1nc(-c2ccccc2Cl)c2cc(Br)ccc2n1 | -12% |
| CCc1ccc(-n2c(=O)c3sc4ccccc4c3n(CC(=O)N3CCCC3)c2=O)cc1 | 6% |
| COc1ccc(S(=O)(=O)N2CCOCC2)cc1NC(=O)COC(=O)CCOc1ccc(C)cc1 | 5% |
| CCOC(=O)C1=C(CN2CCN(c3ccc(OC)cc3)CC2)NC(=O)NC1c1ccc(OC)cc1 (configuration not stated) | -1% |
| CC(C)Cc1ccc(S(=O)(=O)NCc2nc3cccnc3n2Cc2ccccc2)cc1 | -20% |
| Cc1cc(C)cc(Nc2ncnc3nc[nH]c23)c1 | -4% |
| COc1ccc(Br)c(C(=O)Nc2nc3ccccc3[nH]2)c1 | -4% |
| Cc1ccc(C)c(NC(=O)Cn2cc(C(=O)c3cccs3)c3ccccc32)c1 | -4% |
| COc1cccc(CNC(=O)CCCn2nc(C)c3c(C)n(-c4ccc(C)cc4)nc3c2=O)c1OC | -11% |
| COc1ccccc1C1/C(=C(/O)c2cnn(-c3ccccc3)c2C)C(=O)C(=O)N1CCN(C)C (configuration not stated) | 9% |
| CCOc1cc(-c2nnc(SCC(=O)NCCCOC)nc2-c2ccc(OC)c(OCC)c2)ccc1OC | 6% |
| O=C(c1cnc2n(c1=O)CCS2)N1CCN(C(c2ccccc2)c2ccc(Cl)cc2)CC1 (configuration not stated) | 7% |
| CC(C)(C)C(=O)Nc1ccc(-c2nc3ccccc3s2)cc1 | -6% |
| CCOC(=O)c1sc2nc(CSc3ccccc3)nc(N3CCC(C(N)=O)CC3)c2c1C | 0% |
| O=c1[nH]c2ccccc2n2cnnc12 | -8% |
| Cc1ccc2cc(/C=N/NC(=O)c3ccccc3[N+](=O)[O-])c(Cl)nc2c1 | 10% |
| CCOc1ccc(NC(=O)c2c(NCc3cccs3)sc3c2CCC(C)C3)cc1 (configuration not stated) | 23% |
| CC1C(=O)N(Cc2cn(CCC3OCCO3)nn2)CCS(=O)(=O)N1Cc1ccc(-c2ccc(F)nc2)cc1 (configuration not stated) | -2% |
| COc1ccc(OC)c(Nc2c3c(nc4ccccc24)CCC3)c1 | -1% |
| CN(C)c1ccc(C(CNS(=O)(=O)c2ccc(Br)cc2)N2CCCC2)cc1 (configuration not stated) | -6% |
| C=C(C)CN(CC)c1ccc(N2C(=O)CCCC2=O)cc1[N+](=O)[O-] | 2% |
| Cc1cccc(C)c1NC(=O)NCc1ccco1 | -5% |
| O=C(CN1CCN(Cc2ccc(Cl)cc2)C1=O)NCc1ccc(F)cc1 | -7% |
| CC(C)c1ccc(NC(=O)c2cccn2-c2nnc(N3CCCCC3)s2)cc1 | 7% |
| COc1cccc(NC(=O)CCC(=O)N2CC(C)Oc3ccc(C)cc32)c1 (configuration not stated) | -8% |
| Nn1c(SCC(=O)NCC2CCCO2)nnc1-c1ccc(OC(F)F)cc1 (configuration not stated) | -15% |
| C/C(=N\OC(=O)Nc1ccccc1)c1cnn(-c2cc(C(F)(F)F)cc(C)n2)c1C | -4% |
| Cc1nn(-c2ccccc2)c(Cl)c1/C=N/NC(=O)CCNc1n[nH]c(=O)[nH]c1=O | 0% |

Looked up one by one from the list above, 3 records:
| structure | aSyn yeast rescue |
| --- | --- |
| Cc1ccc2cc(/C=N/NC(=O)c3ccccc3[N+](=O)[O-])c(Cl)nc2c1 | 10% |
| CCOC(=O)c1sc2nc(CSc3ccccc3)nc(N3CCC(C(N)=O)CC3)c2c1C | 0% |
| COc1ccc(S(=O)(=O)N2CCOCC2)cc1NC(=O)COC(=O)CCOc1ccc(C)cc1 | 5% |

The list continues:
| structure | aSyn yeast rescue |
| --- | --- |
| CCOC(=O)N/N=C\c1cccc(OC)c1 | -1% |
| COC(=O)c1c(NC(=O)C2c3ccccc3Oc3ccccc32)sc2c1CCC(C)C2 (configuration not stated) | -6% |
| Cc1ccc(NC(=O)CSCc2cnn(-c3ccccc3)c2-n2cccc2)c(C)c1 | 4% |
| COCCCNc1nc2ccccc2nc1NS(=O)(=O)c1ccccc1 | 5% |
| Cc1nn(-c2ccccc2)c(OC(=O)c2ccc(Cl)cc2)c1S(=O)(=O)c1ccccc1 | -7% |
| COCCOc1cc(NC(=O)c2ccccc2)c(Cl)cc1Cl | -5% |
| COc1cc(OC)c(NC(=O)COCc2cc(-c3cccs3)on2)cc1Cl | -8% |
| NNc1nnc2c3cc(F)ccc3n(CCc3ccccc3)c2n1 | -2% |
| Cc1c2cnn(-c3ccccc3)c(=O)c2c(C)n1CC(=O)Nc1ccccc1Br | 0% |
| CCOc1ccc(NC(=O)c2ccc3c(c2)N(C)CCS3)cc1 | -2% |

Four structures already listed, arranged by formula weight, largest number first.
| structure | aSyn yeast rescue |
| --- | --- |
| COc1cc(OC)c(NC(=O)COCc2cc(-c3cccs3)on2)cc1Cl | -8% |
| COCCOc1cc(NC(=O)c2ccccc2)c(Cl)cc1Cl | -5% |
| CCOc1ccc(NC(=O)c2ccc3c(c2)N(C)CCS3)cc1 | -2% |
| CCOC(=O)N/N=C\c1cccc(OC)c1 | -1% |

(continued)
| structure | aSyn yeast rescue |
| --- | --- |
| CCC1CCCCN1C(=O)Cn1c(=O)n(-c2ccc(Cl)c(Cl)c2)c(=O)c2c(C)c(C(=O)N(C)C)sc21 (configuration not stated) | 7% |
| Cc1ccccc1Cn1cc(CCC(=O)NC(C)c2ccccc2)c2ccccc21 (configuration not stated) | -5% |
| Cc1[nH]c2c(C)cccc2c1CC(=O)O | -3% |
| CCOc1ccccc1-c1nc(Cn2c(=O)cc(C)c3c(C)nn(-c4ccccc4)c32)c(C)o1 | 4% |
| O=C(CN1C(=O)CSc2ccccc21)NCCC1=CCCCC1 | 6% |
| Cc1cc(C)c2c(n1)SCC(=O)N2CC(=O)Nc1cccc(C)c1C | 1% |
| Cc1cc(C)c2c(NC(=O)c3ccccc3Cl)c(C(=O)NCc3ccc(Cl)cc3)sc2n1 | 0% |
| CCOC(=O)C1CCN(Cc2cc(Cl)c3ccccc3c2O)CC1 | 13% |
| N#Cc1ccc(OCC(O)CN2CCN(C(c3ccccc3)c3ccccc3)CC2)cc1 (configuration not stated) | 3% |
| CC(=O)Nc1nnc(C2=COCCO2)o1 | 8% |
| Cc1ccc(S(=O)(=O)N2C[C@H]3n4c(=O)ccc(=O)n4C[C@H](OC(=O)NCc4ccco4)[C@@]3(O)C2)cc1 | 10% |
| CCCCn1c(CNC(=O)CC)nc2ccccc21 | 7% |
| CCOC(=O)c1c(C)oc2nc(C)nc(Nc3ccc(C)c(Cl)c3)c12 | 2% |
| COc1ccc(CCNC(=O)c2cc(=O)c3c(C)cc(C)cc3o2)cc1OC | 7% |
| CN1C(=O)Cc2cc(S(=O)(=O)NCc3ccccc3Cl)ccc21 | -12% |
| CC(=O)Nc1ccc(NC(=O)c2c(C)nn(Cc3ccccc3)c2Cl)cc1 | -7% |
| Cc1c(CC(=O)O)c(=O)oc2c(C)c(OCc3nn[nH]n3)ccc12 | 4% |
| O=C1CCCCC1C(=O)c1cn(-c2ccc(Cl)c(Cl)c2)nn1 (configuration not stated) | 12% |
| CCOC(=O)c1c(S(=O)(=O)N2CCC(C(=O)Nc3ccc(OCC)cc3)CC2)c(C)n(C)c1C | -2% |
| Cc1cc(C(=O)COC(=O)c2nccnc2N)c(C)n1C | -14% |
| O=C(c1ccncc1)N1CCN(c2cc(-c3ccccc3)nc3cc(-c4cccc(Cl)c4)nn23)CC1 | 6% |
| O=C1c2cccc3cccc(c23)C(=O)N1Cc1ccco1 | 1% |
| COc1cc(NC(=O)C2CCN(c3nc4ccccc4nc3C(F)(F)F)CC2)cc(OC)c1 | 10% |
| COc1ccc(Cl)cc1NC(=O)C1CCN(c2ncnc3c2nc2n3CCCCC2)CC1 | 1% |
| Cc1ccc(Cn2nnc3c(=O)[nH]c(C4CCCN(C(=O)c5ccco5)C4)nc32)cc1 (configuration not stated) | -5% |
| O=C(CCC(=O)N1CCOc2ccccc21)NC1CCCCCC1 | -2% |
| Cc1ccc(NC(=O)COc2ccc(-c3nn(C)c(=O)c4ccccc34)cc2)c(C)c1 | 2% |
| COC(=O)c1c(NC(=O)c2ccc(S(=O)(=O)N3CCCCC3)cc2)sc2c1CCN(C)C2 | 6% |
| COc1ccccc1CNC(=O)c1ccc2c(c1)nnn2C1CCCC1 | 3% |
| CC1CCN(C(=O)c2ncn3c2c(=O)[nH]c2ccc(Br)cc23)CC1 | 9% |
| Cc1cccc(NS(=O)(=O)c2ccc3[nH]c(=O)[nH]c3c2)c1C | -10%&6% |
| COc1cccc(NC(=O)Cn2cc(C(=O)C3CCCCC3)c3ccccc32)c1 | 6% |
| Cc1ccc(C)c(OCCC(=O)OCC(=O)Nc2ccc(N3CCOCC3)cc2)c1 | -2% |
| O=C(O)CCCC(=O)N1CCc2cc(S(=O)(=O)N3CCc4ccccc43)ccc21 | 5% |
| Cc1cccc(NS(=O)(=O)c2ccc(S(=O)(=O)N3CCCC3)cc2)c1 | -2% |
| O=C(CC1CCC1)Nc1cccc2c([N+](=O)[O-])cccc12 | -2% |
| O=C(c1ccc(CS(=O)c2ccccc2Cl)o1)N1CCN(c2ccccc2F)CC1 (configuration not stated) | 2% |
| O=S(=O)(Nc1nc2ccccc2nc1Nc1ccccc1Br)c1ccccc1 | -7% |
| COc1cc(-c2noc(-c3ccc(NCc4ccccc4)c([N+](=O)[O-])c3)n2)cc(OC)c1OC | -1% |
| CCc1ccc(C(=O)Nc2cc(C)on2)o1 | -4% |
| Cc1nc2ccn(Cc3cccs3)c(=O)c2cc1C(=O)N1CCN(c2ccccc2F)CC1 | 3% |
| CC(C)c1nnc(N2C(=O)c3oc4ccccc4c(=O)c3C2c2cccc(O)c2)s1 (configuration not stated) | 26% |
| Cc1ccc(S(=O)(=O)Nc2ccccc2F)cc1C(=O)NNC(=O)c1csc(N2CCOCC2)n1 | -44%[inhibitor] |
| CCc1ccc(C2=NN(CCC(=O)NCCc3ccc(OC)c(OC)c3)C(=O)CC2)cc1 | 7% |
| O=C(CCCCn1c(=O)c2ccccc2n(CC(=O)Nc2ccccc2)c1=O)NCc1ccccc1Cl | -9% |
| Cc1cc(C)c(NC(=O)CO/N=C2\CCCc3nonc32)c(C)c1 | 1% |
| CC(C)(C)c1ccc(C(=O)N2CCN(Cc3cc(=O)n4nc(-c5ccccc5F)sc4n3)CC2)cc1 | 0% |
| COc1ccc(N2CCN(C(=O)c3sc4nc(-c5ccc(F)cc5)cn4c3C)CC2)cc1 | -5% |
| Cc1cccc(C(=O)OCC(=O)N2CC(C)OC(C)C2)c1C (configuration not stated) | 2% |
| Cn1cnnc1Sc1ccc(S(C)(=O)=O)cc1[N+](=O)[O-] | 6% |

(list continues)
| structure | aSyn yeast rescue |
| --- | --- |
| COc1ccc(NC(=O)CCc2c(C)nc3c(c2C)c(=O)n(C)c(=O)n3C)c(OC)c1 | -3% |
| Cc1ccccc1C(=O)Nc1cccc(OCc2cc(=O)n3cccc(C)c3n2)c1 | -15% |
| Cc1cccc(-c2nc(SCCCOc3ccccc3Cl)n3[nH]c(=O)cc3n2)c1 | -11% |
| Cc1cccn2c(=O)c3cc(C#N)c(=O)n(-c4nnc(SCc5ccc(Cl)cc5)s4)c3nc12 | -9% |
| CCc1c(C)sc(NC(=O)C2c3ccccc3Oc3ccccc32)c1C(=O)OC(C)C | -2% |
| CC(=O)NC(CC(=O)O)c1ccc(F)cc1 (configuration not stated) | -20% |
| CCOC(=O)c1ccc(NC(=O)c2cc3c(C)nn(-c4ccccc4Cl)c3s2)s1 | 2% |
| Cc1ccc(NC(=O)CCCN2C(=O)COc3ccc(C)cc32)c(C)c1 | 3% |
| Cc1cc2n(n1)CCC(=O)N2Cc1ccc(C(=O)Nc2ccc(F)cc2F)cc1 | -12% |
| COc1ccc(N2CCN(c3ccc4nnc(CCC(=O)Nc5ccc(C)cc5)n4n3)CC2)cc1 | 3% |

Two entries from above, set out differently:
Cc1cc2n(n1)CCC(=O)N2Cc1ccc(C(=O)Nc2ccc(F)cc2F)cc1
  aSyn yeast rescue: -12%

COc1ccc(N2CCN(c3ccc4nnc(CCC(=O)Nc5ccc(C)cc5)n4n3)CC2)cc1
  aSyn yeast rescue: 3%

Next part
| structure | aSyn yeast rescue |
| --- | --- |
| CN1CCN(c2ccc(S(=O)(=O)N3CCCCC3)cc2NC(=O)CSC(C)(C)C)CC1 | -4% |
| Cc1nn(-c2ccccc2)c(C)c1NC(=O)COC(=O)CC(C)c1ccccc1 (configuration not stated) | -44%[inhibitor] |
| COc1ccc2cc3c(N)nn(C(=O)c4ccc(F)cc4Cl)c3nc2c1 | -10% |
| C=CCc1ccccc1OCCSc1nc(-c2cccs2)nc2cc(=O)[nH]n12 | 4% |
| Cc1ccc(-n2c(=O)c3c(cnn3C)n(CC(=O)Nc3c(C)cccc3C)c2=O)cc1 | -2% |
| Cc1nc2cc(-c3cccc(F)c3)nn2c(C)c1CCC(=O)Nc1ccccc1C(N)=O | 5% |
| COc1ccc(C2C3=C(CCCC3=O)N(CC(=O)O)C3=C2C(=O)CCC3)cc1Br | -7% |
| COc1ccc(-c2cn3c(C)c(C(=O)N4CCN(c5ccccc5)CC4)sc3n2)cc1 | 1% |
| CCCCc1ccc(-n2nc3cc(C)c(NC(=O)Cc4ccccc4)cc3n2)cc1 | -45%[inhibitor] |
| COc1ccccc1CN(C)CC(=O)Nc1ccccc1-c1ccccc1 | -7% |
| CCOc1ccc(CCNc2nc3ccccc3n3c(C)nnc23)cc1OCC | -4% |
| Oc1cccc(/C=N/NC(=S)Nc2cccnc2)c1O | -3% |
| COc1ccc(-c2[nH]ncc2C(=O)NCc2ccccc2C)cc1 | 2% |
| CCOc1ccc(NC(=O)C2CC(=O)N(c3ccc4c(c3)OCCO4)C2)cc1OCC (configuration not stated) | 3% |
| Cc1ccc(S(=O)(=O)N2CCN(Cc3cccc(F)c3)CC2)cc1 | 4% |
| NNC(=O)CNC(=O)CNS(=O)(=O)c1ccccc1 | -18% |
